# 4MU fluor – compounds fluorescent in 4-MU spectral region. AID 589. actives 11% (n = 59,000). max dye-equivalent concentration, M. compound autofluorescence, 340/450 nm, 4-MU equivalents; stronger effect = higher value; in the data active means max dye-equivalent concentration above about 10 nM; inconclusive means mostly about 1.1 nM to 9.6 nM
#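 Intrinsic fluorescence at 340/450 nm (ex/em) was read after 15 min at room temperature in pH 8.0, 100 mM Tris. Each compound concentration expressed as 4-MU-equivalent concentration from a six-point 4-MU standard series on each plate.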
# CRE Fsk mod – modulators of forskolin-stimulated CRE signaling in CHO cells; CHO CRE-bla reporter (cAMP response element driving beta-lactamase), forskolin EC10, beta-lactamase ratio; Potency, µM (titrated, usually from 38.2 µM), for inactives: at the top dose activity change, negative = inhibition, actives largely listed as activators; actives 2.5% (n = 71,000); AID 662; active means well fitted activation curve with a large enough effect in the signal ratio, with a control signal flat, not every such curve was filed as active; inconclusive means small, poorly fitted or top-dose-only effect, or effect the other way, or a change in a side signal; the % refers to the signal ratio; further: potency means the concentration at half of the fitted maximal effect; % of control where 0% means no effect
#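 AC50 values, positive or negative, reflect shifts in EC10 NKH 477-induced CRE-bla reporter activity in CHO cells. Incubation lasted 3 h at 37 °C before CCF4 substrate (2 h, room temperature) and ratiometric 460/530 nm reading.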
# ALOX15 inhib – inhibitors of human 15-lipoxygenase (ALOX15); Potency, µM (titrated, usually from 57.1 µM), for the others: at the highest dose activity change, negative = inhibition, usual class: inhibitors; actives 1.4% (n = 74,000); purified 15hLO-1, xylenol orange hydroperoxide absorbance; P16050; further: potency means the concentration at half of the fitted maximal effect; on the % scale 0 is the no-effect control and ±100 the full control effect; nearly all actives have a fitted effect of over 55% in size
#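 Purified human 15hLO-1 (40 nM) in 25 mM Hepes pH 7.5, 0.01% Triton X-100, preincubated 15 min RT with compound, then 50 uM arachidonic acid for 6 min. Hydroperoxide read by ferrous/xylenol orange, 30 min; 573/405 nm absorbance ratio gave progress.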
# Pol III holo inh – DNA polymerase III holoenzyme inhibition; Potency, µM (series often up to 57.1 µM), for inactives: at the top dose activity change, negative = inhibition; reconstituted DNA polymerase III holoenzyme replication, biochemical; actives 0.25% (n = 71,000); further: potency means the concentration at half of the fitted maximal effect; on the % scale 0 is the no-effect control and ±100 the full control effect
#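 Reconstituted *E. coli* holoenzyme (0.35 nM Pol III, 1 nM beta, 154 nM SSB, 2 nM primase) was preincubated with compound for 15 min at RT. Synthesis on 1.4 nM ssM13Gori ran 35 min, then was stopped with PicoGreen/EDTA and read as dsDNA fluorescence.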
# BRCT PPI red – disrupts BRCA1 BRCT binding to phosphoprotein, red fluorophore readout; P38398; BRCT-phosphopeptide binding, red fluorescence polarization; Potency, µM (doses to about 76.9 µM), without a hit: at the highest dose activity change, negative = inhibition, hits mostly inhibitors; actives 0.03% (n = 75,000); further: on the % scale 0 is the no-effect control and ±100 the full control effect
# Target sequence (P38398 whole entry, looked up): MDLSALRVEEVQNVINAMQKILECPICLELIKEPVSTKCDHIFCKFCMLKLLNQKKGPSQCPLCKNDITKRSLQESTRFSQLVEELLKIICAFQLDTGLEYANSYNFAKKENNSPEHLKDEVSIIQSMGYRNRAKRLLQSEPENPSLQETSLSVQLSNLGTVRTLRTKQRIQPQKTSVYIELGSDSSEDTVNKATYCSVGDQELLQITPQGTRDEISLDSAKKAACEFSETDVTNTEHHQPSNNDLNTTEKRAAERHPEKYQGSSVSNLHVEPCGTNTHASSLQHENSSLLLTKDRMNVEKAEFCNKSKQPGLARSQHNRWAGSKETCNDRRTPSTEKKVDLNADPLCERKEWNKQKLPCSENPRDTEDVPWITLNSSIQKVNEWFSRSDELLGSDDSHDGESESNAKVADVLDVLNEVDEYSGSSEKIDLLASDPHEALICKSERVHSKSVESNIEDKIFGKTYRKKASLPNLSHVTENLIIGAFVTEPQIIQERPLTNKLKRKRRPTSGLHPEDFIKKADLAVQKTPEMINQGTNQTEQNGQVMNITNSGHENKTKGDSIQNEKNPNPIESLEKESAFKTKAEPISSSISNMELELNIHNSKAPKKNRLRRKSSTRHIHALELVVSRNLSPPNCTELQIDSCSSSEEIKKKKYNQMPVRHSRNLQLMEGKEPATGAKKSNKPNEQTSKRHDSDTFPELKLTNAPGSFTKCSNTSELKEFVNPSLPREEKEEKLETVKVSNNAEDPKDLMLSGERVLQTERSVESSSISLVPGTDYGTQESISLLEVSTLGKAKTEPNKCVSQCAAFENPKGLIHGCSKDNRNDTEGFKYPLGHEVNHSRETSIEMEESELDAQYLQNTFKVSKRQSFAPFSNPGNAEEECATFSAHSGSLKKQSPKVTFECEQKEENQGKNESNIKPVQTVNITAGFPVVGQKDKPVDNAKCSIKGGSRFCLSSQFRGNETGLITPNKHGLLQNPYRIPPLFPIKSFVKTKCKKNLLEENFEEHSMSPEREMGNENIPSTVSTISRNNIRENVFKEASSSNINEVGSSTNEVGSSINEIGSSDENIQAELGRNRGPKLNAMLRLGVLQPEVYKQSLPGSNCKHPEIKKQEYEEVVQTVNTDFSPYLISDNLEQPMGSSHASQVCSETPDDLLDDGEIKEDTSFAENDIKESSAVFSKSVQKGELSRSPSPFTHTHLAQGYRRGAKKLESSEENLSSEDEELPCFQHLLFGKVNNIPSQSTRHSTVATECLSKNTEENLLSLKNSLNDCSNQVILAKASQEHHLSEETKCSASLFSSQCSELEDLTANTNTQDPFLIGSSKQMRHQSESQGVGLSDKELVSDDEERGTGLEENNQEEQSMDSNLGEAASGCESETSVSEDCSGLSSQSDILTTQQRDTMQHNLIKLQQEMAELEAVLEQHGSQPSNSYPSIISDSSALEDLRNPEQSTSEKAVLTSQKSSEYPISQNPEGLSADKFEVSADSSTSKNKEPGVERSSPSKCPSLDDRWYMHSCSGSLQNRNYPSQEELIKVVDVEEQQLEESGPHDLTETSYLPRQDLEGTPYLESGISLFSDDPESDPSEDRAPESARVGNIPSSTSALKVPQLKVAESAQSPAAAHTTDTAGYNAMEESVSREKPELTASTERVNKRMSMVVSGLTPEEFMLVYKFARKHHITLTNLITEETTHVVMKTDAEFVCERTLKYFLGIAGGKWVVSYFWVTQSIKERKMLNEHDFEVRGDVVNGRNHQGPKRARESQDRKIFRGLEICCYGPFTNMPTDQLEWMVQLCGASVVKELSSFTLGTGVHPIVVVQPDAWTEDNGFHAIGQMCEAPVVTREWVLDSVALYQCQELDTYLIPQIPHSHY
#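 Fluorescence polarization: 100 nM His-tagged BRCA1 BRCT with 100 nM TAMRA-labelled phospho-BACH1 decapeptide, phosphate buffer pH 7.3 with 150 mM NaCl, DTT, 0.01% Tween 20; 12 min RT. Binding inhibition seen as FP decrease.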
# UbGFP stabilizer – ubiquitin-GFP accumulation via proteasome inhibition. Potency, µM (series often up to 45.9 µM), without a hit: at the top dose activation (GFP accumulation), usual class: activators. 67,000 tested, under 10 active. Ubiquitin-GFP reporter cells, proteasome inhibition, GFP fluorescence; response scale: untreated = 0%, 10 µM MG-132 = 100%; active means well fitted activation curve with a large enough effect, not every such curve was filed as active; inconclusive means small, poorly fitted or top-dose-only effect, or another doubt; inactive means no such curve, though single readings can be large or run the other way; further: potency means the concentration at half of the fitted maximal effect
#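 U2OS cells stably expressing ubiquitin(G76V)-GFP, seeded overnight in 0.5% FBS medium, were exposed to compounds (qHTS, 46 uM to 2.9 nM) for 4 hr at 37 °C. GFP-positive cells were counted by laser cytometry (488 ex/515 em), normalized between basal and 10 uM MG-132.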
# A350 fluor – compounds fluorescent in Alexa 350 spectral region; Compound autofluorescence, 340/450 nm, Alexa 350 dye-equivalents; stronger effect = higher value; max dye-equivalent concentration, M; actives 11% (n = 59,000); in the data active means max dye-equivalent concentration above about 10 nM; inconclusive means mostly about 1.1 nM to 9.6 nM
# Hsp90 Hop PPI – changes Hsp90-Hop TPR2A binding signal, up or down; AlphaScreen TPR2A-His6 binding biotin-Hsp90 C-terminal peptide; Potency, µM (doses to about 57 µM), inactives show top-dose activity change, negative = inhibition; actives 0.44% (n = 71,000); active means well fitted curve in either direction with a large enough effect; inconclusive means small, poorly fitted or top-dose-only effect, or another doubt; further: potency means the concentration at half of the fitted maximal effect; on the % scale 0 is the no-effect control and ±100 the full control effect; many of its hits are not listed in these tables
# HBB splice mod – modulators of hemoglobin beta chain splicing | HBB splicing reporter cell assay, activation; EGFP reporter with mutant IVS2-654 intron; response scale: normalised to 500 nM splice-correcting PNA | Potency, µM (highest dose often 46.1 µM), without a hit: at the highest dose activation, actives largely listed as activators | actives 0.06% (n = 65,000); further: potency means the concentration at half of the fitted maximal effect; 0% is about no effect
#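 HeLa cells stably expressing EGFP interrupted by mutant beta-globin intron 2 (IVS2-654), 500/well in 2% FCS. Treated with compound for 2 days at 37C. Splicing correction scored as total well GFP intensity (488 nm excitation, 500-520 nm emission); 500 nM antisense PNA served as control.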
# BRCT PPI green – BRCA1 BRCT-phosphoprotein interaction inhibition. AID 875. BRCA1 BRCT-phosphopeptide binding, green fluorescence polarization. Potency, µM (titrated, usually from 76.9 µM), for inactives: at the top dose activity change, negative = inhibition, actives largely listed as inhibitors. actives 0.05% (n = 75,000). P38398;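 further: potency means the concentration at half of the fitted maximal effect; plate controls were peptide without protein for full effect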
#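 Fluorescence polarization: His-tagged BRCT (~35 kDa BRCA1 C-terminus, 250 nM) bound to 100 nM fluorescein-labeled phosphorylated 10-aa BACH1 peptide, pH 7.3 phosphate buffer with DTT and Tween 20. Compounds incubated 12 min at room temperature; inhibition read as lowered polarization.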
# GFP derepression – epigenetic modulators derepressing GFP locus in mouse cells | mouse C127i GFP locus derepression, cytometry, 30 h | Potency, µM (series often up to 46.1 µM), for the others: at the highest dose GFP derepression (activation) | actives 0.09% (n = 68,000) | AID 597; further: % of control where 0% means no effect
#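 Murine C127i mammary cells carrying a silenced, stably integrated CMV-driven GFP reporter were treated with compound for 30 hours at 37 C. After PBS washes, GFP-positive cells were counted by laser-scanning microplate cytometry.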
# * hit, by the source's call; i = inactive; ? = inconclusive; . = not tested or not shown; & = joins results of further samples; [ ] = dose if it differs, or a comment. Unless noted, the call rests on the fitted dose curve; in most records, active means well fitted curve in the direction sought with a large enough effect; inconclusive means small, poorly fitted or top-dose-only effect, or another doubt; inactive means no such curve, though single readings can be large; an effect the other way counts as inactive or inconclusive.
# The opening 2 records, to show the layout:
SMILES,4MU fluor,CRE Fsk mod,ALOX15 inhib,Pol III holo inh,BRCT PPI red,UbGFP stabilizer,A350 fluor,Hsp90 Hop PPI,HBB splice mod,BRCT PPI green,GFP derepression
CCc1c(C)n2nc(C)cc2[nH]c1=O,i,?,-17%,-4%,-0.3%,-1%,?,-4%,-5.9%,-2.8%,0%
CCOC(=O)Nc1ccc(C(N)=O)cc1,i,-3%,15%,-5%,-0.5%,0%,i,-1%,-0.5%,-1.4%,1%

# This part in full (from the top)
SMILES,4MU fluor,CRE Fsk mod,ALOX15 inhib,Pol III holo inh,BRCT PPI red,UbGFP stabilizer,A350 fluor,Hsp90 Hop PPI,HBB splice mod,BRCT PPI green,GFP derepression
CCc1c(C)n2nc(C)cc2[nH]c1=O,i,?,-17%,-4%,-0.3%,-1%,?,-4%,-5.9%,-2.8%,0%
CCOC(=O)Nc1ccc(C(N)=O)cc1,i,-3%,15%,-5%,-0.5%,0%,i,-1%,-0.5%,-1.4%,1%
CCN(CC)c1ccc(NC(=O)C2CCCN(S(=O)(=O)c3cccnc3)C2)c(C)c1 (configuration not stated),.,-1%,-28%,-3%,1.4%,-6%,.,-4%[2.3 µM],-1.5%,-2.8%,.
CCOC(=O)N1CCN(C(=O)CCCn2nc(C)c3sc4ccccc4c3c2=O)CC1,i,?,5%,-9%,-2.9%,-11%,?,0%,-0.4%,0.8%,-2%
Cc1ccc(S(=O)(=O)N(C)Cc2cc3ccccc3[nH]c2=O)cc1,?,3%,3%,3%,-0.3%,-2%,1.2e-08M*,-2%,-1.2%,1.5%,3%
CC1CCN(C(=O)CSc2nnc(-c3cc4ccccc4cc3O)n2Cc2ccco2)CC1,i,-12%,-24%,0%,-0.5%,-3%,i,-6%,.,-0.4%,-1%
O=C(NC1(C(=O)O)CCCC1)c1ccccc1,i,0%[7.6 µM],10%[11.4 µM],-6%[11.4 µM],-0.3%[15.4 µM],-1%[9.17 µM],i,-2%[11 µM],2.2%[9.22 µM],0.2%[15.4 µM],0%[9.22 µM]
O=C(Nc1cccc(F)c1)N1CCCC2(CCN(C(=O)c3ccco3)CC2)C1,i,-8%,0.32µM*,-10%,0.8%,-7%,i,1%,1.7%,3.0%,5%[9.22 µM]
COC(=O)c1cc(NC(=O)CN2CCC(C(N)=O)(N3CCCCC3)CC2)cc(C(=O)OC)c1,i,13%,9%,4%,-0.3%,-2%,?,-1%,0.0%,-2.3%,11%
COCCn1c(=S)[nH]c2cc(OC)c(OC)cc2c1=O,i,?,-12%,-3%,-0.7%,3%,i,-10%,8.5%,-0.9%,6%
COc1ccc(Oc2ncc3nc(C)c(=O)n(Cc4cccs4)c3n2)cc1,i,10µM*,2%,-4%,0.6%,3%,i,-6%,?,5.6%,2%[9.22 µM]
CC(C)CN(CC#N)CC(C)C,i,-7%[7.6 µM],-3%[11.4 µM],-2%[11.4 µM],-0.3%[15.4 µM],-1%[9.17 µM],i,0%[11 µM],5.6%[9.22 µM],-0.8%[15.4 µM],-2%[9.22 µM]
CCC(OC(=O)c1cc2sccc2n1C)C(=O)NCC1CCCO1 (configuration not stated),i,-9%,1%,-2%,-0.3%,-2%,i,-1%,.,-1.8%,-1%
CCOC(=O)N1CCN(C(=O)c2cnn3c(C(F)F)cc(-c4ccc(C)cc4)nc23)CC1,5.3e-08M*,?,8%,2%,1.8%,4%,4.6e-08M*,-13%,1.0%,-3.7%,7%
CC(=O)N1C(c2ccccc2)CC(=O)OC1c1ccc2c(c1)OCO2 (configuration not stated),i,0%,-10%,-2%,0.8%,-6%,i,0%,-1.0%,-1.3%,-3%
COc1ccc(F)cc1S(=O)(=O)NC1CC(C)(C)NC(C)(C)C1,i,-1%,-3%,-1%,1.1%,-1%,i,-7%,-1.6%,-0.6%,0%
O=C(CCCn1c(=S)[nH]c2ccsc2c1=O)NCc1ccco1,?,-12%,-1%,-2%,0.5%,.,?,-2%,1.0%[0.369 µM],-1.6%,0%
CC(C)(C)C(=O)NC(=C(Cl)Cl)P(=O)(O)O,?,-6%,6%,-3%,-3.0%,-14%,?,?,-0.3%,-0.5%,2%
OCc1cn(-c2ccccc2)nc1-c1ccc2c(c1)OCCO2,i,-2%,-2%,3%,0.4%,4%,i,-2%,-0.6%,-0.2%,2%
COc1cccc(C(=O)Nc2ncc3c(n2)CC(C)CC3=O)c1 (configuration not stated),?,3%,-4%,1%,1.1%,1%,?,-3%,-0.4%,-0.4%,0%
CCN1CCN(C(=O)C2CCN(S(=O)(=O)c3cccc4cccnc34)CC2)CC1,.,-4%,2%,-8%,0.9%,9%,.,0%,0.4%,0.2%,0%
O=C(c1cnn2c(C(F)(F)F)cc(-c3ccco3)nc12)N1CCc2ccccc2C1,6.2e-08M*,?,0%,1%,-0.5%,0%,5.9e-08M*,12%,2.0%,0.4%,1%
NC(=O)NO,i,-2%,7%&13%,0%,0.0%&1.1%,-5%,i,-3%,2.3%,-1.3%[3.08 µM],0%
N#Cc1cc2c(nc1SCc1ccncc1)CCC2,?,12%,?,-1%,-1.2%,-1%,?,-2%,0.0%,-1.1%,0%
CCOc1ccc(C2C(C#N)=C(N)SC(N)=C2C#N)cc1OCC,?,7.9µM*,?,17%,0.6%,-4%,?,1%,.,176%[activator],-2%
CCOC(=O)c1ccc(N2C(=O)CC(SCC(N)C(=O)OCC)C2=O)cc1 (configuration not stated),i,-10%,-7%,-4%,0.5%,1%,?,-4%,0.5%,0.2%,-1%
COc1cc(NC(=O)CSc2nnnn2-c2ccccc2)cc(OC)c1OC,i,5%,-2%,6%,-2.1%,-5%,i,-1%,7.7%,-1.5%,0%
CCOC(=O)Nc1cc2c(C)cc(=O)oc2cc1C,5.5e-08M*,16%,3%,0%,-0.9%,1%,7e-08M*,1%,0.2%[57.5 µM],-1.4%,0%
COc1ccc(NC(=O)C(C)NS(=O)(=O)c2ccc(NC(C)=O)cc2)cc1Cl (configuration not stated),i,?,-8%,1%,1.6%,0%,i,-9%,-1.8%,1.1%,4%
CCCC[C@@H]1C[C@H]1C(NC(=O)c1ccco1)c1ccccc1 (some centres not stated),.,-13%,.,-6%,0.7%,.,.,10%,1.6%,0.3%,.

# A few values from the list.
# Value of CCOc1ccc(C2C(C#N)=C(N)SC(N)=C2C#N)cc1OCC under UbGFP stabilizer: -4%
# Value of CC1CCN(C(=O)CSc2nnc(-c3cc4ccccc4cc3O)n2Cc2ccco2)CC1 under ALOX15 inhib: -24%
# Value of CC(C)(C)C(=O)NC(=C(Cl)Cl)P(=O)(O)O under HBB splice mod: -0.3%

# (further entries)
SMILES,4MU fluor,CRE Fsk mod,ALOX15 inhib,Pol III holo inh,BRCT PPI red,UbGFP stabilizer,A350 fluor,Hsp90 Hop PPI,HBB splice mod,BRCT PPI green,GFP derepression
COc1cc(NC(=O)c2cccc3c2C(=O)N(Cc2cccnc2)C3)cc(OC)c1OC,.,2µM*,5%,-4%,1.1%,-6%,.,?,0.9%,-2.0%,-3%
O=C(c1ccco1)N1CCN(C(=O)c2ccccc2OC(=O)C23CC4CC(CC(C4)C2)C3)CC1,i,-6%,-8%,1%,-0.4%,3%,i,-6%,4.9%[57.5 µM],-0.4%,2%
O=C(CCN1CCN(CCC(=O)c2ccccc2)CC1)c1ccccc1,i,12%,5%,0%,-1.7%,-3%,i,-2%,0.1%,-1.2%,2%
Cc1cccc(-c2noc(Cc3ccc(Cl)cc3)n2)c1,i,5%,-6%,1%,-0.6%,-5%,i,?,-0.8%,-3.0%,-5%
NC1=NC(=O)CC(C(=O)NCc2ccccc2)S1 (configuration not stated),i,1%,-3%,-3%,0.6%,-2%,i,1%,0.1%,-1.2%,-2%
CCCCN(C)C(=O)c1cn(C)c2ccc(S(=O)(=O)N(C)C)cc2c1=O,.,0%,9%,-6%,-0.1%,-2%,.,-8%,-0.2%,1.1%,0%
COc1ccccc1-c1cc(C(F)(F)F)nc(N2CCOCC2)n1,2e-08M*,20%,?,-4%,0.5%,8%,1.5e-08M*,?,-0.6%,1.5%,-1%
Cc1nnc(SCC(=O)Nc2cccc(C(F)(F)F)c2)[nH]c1=O,i,2%,4%,2%,-1.0%,3%,i,3%,-0.9%,1.1%,0%

# Assay outcomes: PubChem BioAssay, National Center for Advancing Translational Sciences (NCATS)
